UBC13 inh – human UBC13 polyubiquitination inhibition; P61088; UBC13 polyubiquitin chain formation, TR-FRET; inhibition, % at 20 µM; hit rate 0.47% among 330,000; in the data active = inhibition above about 45%, passing the limit was not always enough
Target sequence (P61088 whole entry, looked up): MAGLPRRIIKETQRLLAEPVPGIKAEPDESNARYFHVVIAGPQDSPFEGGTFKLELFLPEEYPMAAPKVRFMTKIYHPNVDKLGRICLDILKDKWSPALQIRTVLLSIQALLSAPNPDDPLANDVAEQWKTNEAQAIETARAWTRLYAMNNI
EBI2 antag – EBI2 (human) antagonism. AID 651636. hit rate 0.81% among 360,000. EBI2 beta-arrestin recruitment, luminescence, 7a,25-OHC stimulated. inhibition, % at 5 µM. P32249; in the data active = inhibition above about 38%;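 also: enzyme fragment complementation signal reports receptor beta-arrestin coupling in cells; 0% = agonist plus DMSO wells and 100% = wells without agonist; some results beyond the cut were filed as inactive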
Target sequence (P32249 whole entry, looked up, the tested form may be a part): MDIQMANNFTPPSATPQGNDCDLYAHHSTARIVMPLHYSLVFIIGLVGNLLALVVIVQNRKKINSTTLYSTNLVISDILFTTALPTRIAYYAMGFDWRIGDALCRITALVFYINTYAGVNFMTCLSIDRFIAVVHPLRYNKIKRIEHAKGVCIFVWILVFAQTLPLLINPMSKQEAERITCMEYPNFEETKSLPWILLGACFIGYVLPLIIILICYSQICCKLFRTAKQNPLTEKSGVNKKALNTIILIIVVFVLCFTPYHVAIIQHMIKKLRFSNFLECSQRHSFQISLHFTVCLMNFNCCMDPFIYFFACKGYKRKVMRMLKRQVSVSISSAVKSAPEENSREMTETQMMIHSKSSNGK
Jurkat NFkB inh – inhibitors of the PMA/ionomycin-induced NF-kB reporter in Jurkat cells | PMA/ionomycin-induced NF-kB luciferase reporter, luminescence | hit rate 0.53% among 330,000 | AID 435003 | inhibition, % at 4 µM
CCR6 antagonist – antagonists of human CCR6 receptor; P51684; CHO-K1 CCR6 PathHunter beta-arrestin, luminescence, CCL20-stimulated; inhibition, % at 20 µM; hit rate 0.49% among 340,000; AID 493098;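 active = compounds whose inhibition of the agonist-driven luminescence signal at 20 µM reaches about 50%, limit read from the data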;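 also: cells stimulated with CCL20 at 14 nM final; plate controls were DMSO with CCL20 for no effect and DMSO without agonist for full effect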
SENP8 block – SENP8 protease inhibition; purified SENP8, Z-RLRGG-aminoluciferin cleavage, luminescence; AID 2540; inhibition, % at 10 µM; hit rate 1.2% among 330,000
Target sequence (Q96LD8 whole entry, looked up): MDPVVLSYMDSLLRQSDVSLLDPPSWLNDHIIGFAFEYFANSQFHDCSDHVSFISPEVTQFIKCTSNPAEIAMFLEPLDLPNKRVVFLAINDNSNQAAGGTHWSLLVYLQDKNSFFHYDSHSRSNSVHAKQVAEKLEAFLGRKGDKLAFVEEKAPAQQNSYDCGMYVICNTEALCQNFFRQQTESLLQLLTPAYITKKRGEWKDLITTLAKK
Gli-Sufu block – blocks Gli-Sufu signaling in a luciferase reporter; Sufu-KO-LIGHT fibroblasts, Gli luciferase reporter luminescence; AID 588413; hit rate 0.74% among 340,000; inhibition, % at 5 µM;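 active = inhibition above about 55%, limit read from the data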;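 also: 0% = DMSO-treated cells and 100% = wells with medium but no cells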
697 NFkB inh – inhibitors of the PMA/ionomycin-induced NF-kB reporter in 697 B cells; 697 B-cell NF-kB luciferase reporter, 16 h; hit rate 0.33% among 330,000; inhibition, % at 4 µM; in the data active = inhibition above about 35%
Apaf-1 inh – inhibitors of human Apaf-1 apoptosome. O14727. reconstituted apoptosome caspase-3 activity, DEVD-Rh110 fluorescence. inhibition, % at 20 µM. hit rate 0.71% among 330,000. AID 489030; active = inhibition of at least 40% at 20 µM;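 also: plate controls were DMSO wells for no effect and DEVD-CHO caspase inhibitor wells for full effect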
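Material: reconstituted apoptosome with Apaf-1, cytochrome c, caspase-9, procaspase-3, dATP / Buffer or medium: pH 7.5 Hepes buffer with CHAPS, BSA, DTT / Also added: cytochrome c with DEVD-Rh110 / Schedule: compound with Apaf-1, dATP, procaspase-3 30 min, then 50 min reaction, room temperature / Technique: rhodamine 110 fluorescence at Ex 480/Em 540 nm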
* = called active by the depositor; . = not tested or not shown. Rule as the data show it, unless noted: active = inhibition above about 50%; inactive = the rest.

SMILES	UBC13 inh	EBI2 antag	Jurkat NFkB inh	CCR6 antagonist	SENP8 block	Gli-Sufu block	697 NFkB inh	Apaf-1 inh
C[C@]12CCC3C(CC=C4C[C@@H](O)CC[C@@]43C)C1CCC2[C@]1(C)CCC(=O)O1 (some centres undefined)	2	-7	-1	2	-1	2	8	1
CC(=O)c1cc(C(c2csc(C(C)=O)c2)c2csc(C(C)=O)c2)cs1	-8	26	5	-1	1	4	-6	18
Cc1c(C(=O)Nc2cccnc2Cl)oc2ccccc12	11	9	-101	16	-5	-115	-58	3
O=C(Cn1ncc2c(=O)oc3ccccc3c21)N1CCN(C(=O)c2ccco2)CC1	5	-11	6	-13	-11	2	14	4
COc1ccc(CC(=O)Nc2ccc(S(=O)(=O)N3CCCCC3)cc2)cc1OC	-10	-5	-7	4	5	-5	-23	22
COc1ccc(N2CCN(S(=O)(=O)CCNC(=O)C3CC3)CC2)cc1	-4	-8	9	5	4	-7	-15	-3
COc1ccc(S(=O)(=O)NNC(=O)Cc2csc(C)n2)cc1[N+](=O)[O-]	-2	-3	-7	5	-4	3	-1	0
COC(=O)Nc1ccc(S(=O)(=O)N2CCCCC2)cc1	-15	-5	-1	1	-3	8	-29	2
O=C(Nc1ccccc1Cl)Oc1ccc(Cl)cc1Cl	6	-2	-28	3	-8	-2	-13	9
Cc1ccc(S(=O)(=O)N(C)C)cc1NC(=S)NNC(=O)C(N)=O	11	2	-4	14	-9	-11	0	4
CC(C)NC(=O)c1onc(CSc2ccc(F)cc2)c1C(=O)O	-8	-6	-11	5	-2	-2	-11	3
S=C(NCc1ccccc1)NCc1ccccc1	0	-2	-5	3	0	1	17	-3
Cc1cc2c(nn1)CCc1nonc1-2	0	-2	14	-2	2	3	15	-8
O=C(O)C1C(=O)NCC1c1ccccc1 (centres undefined)	6	-8	11	2	0	-7	-6	-8
N/C(=N\c1nc(CSc2ccccn2)cc(=O)[nH]1)Nc1ccc(Cl)cc1Cl	-2	18	8	7	3	2	7	15
O=C(COC(=O)c1cccc(F)c1)NCCC1=CCCCC1	-19	-6	-15	12	-13	7	-5	11
COc1ccc(-c2csc(NC(=O)Cc3ccccc3F)n2)c(OC)c1	4	-2	2	3	3	-14	14	4
CCOC(=O)N1CCN(C(=O)COC(=O)C2CCN(S(=O)(=O)c3ccc(C)c(C)c3)CC2)CC1	1	-6	-7	0	-2	-5	6	-5
COc1ccc(/C=C2\SC(=S)N(CCC(=O)NC3CCCC3)C2=O)cc1OC	-8	7	7	14	1	-9	5	-2
COc1cc(NC(=O)c2ccccc2)c(OC)cc1NC(=O)Cc1ccc(F)cc1	3	6	14	6	0	22	4	7
Cc1cccc(C)c1NC(=O)N1C(C(=O)O)CSC1C(=O)O (centres undefined)	-12	5	-12	8	-9	0	-4	4
Cc1ccc2c(c1)NC(=O)[C@@]1(C)[C@@H](c3ccccc3)[C@H]3COc4ccccc4[C@@H]3N1C2=O	0	-9	25	8	-4	-4	14	10
CCN(CC)S(=O)(=O)c1ccc2oc(C(=O)NC3CCCc4ccccc43)c(C)c2c1 (centres undefined)	-8	43*	12	18	0	-1	-33	14
O=C(Nc1ccc(F)c(F)c1)c1cc(S(=O)(=O)N2CCN(c3ccccn3)CC2)ccc1F	6	4	12	15	5	2	8	3
Cc1cc(NS(=O)(=O)c2ccc(NC(=O)c3ccc(F)cc3)cc2)nc(C)n1	0	-2	-85	9	5	-1	8	-10
The list goes on:
SMILES	UBC13 inh	EBI2 antag	Jurkat NFkB inh	CCR6 antagonist	SENP8 block	Gli-Sufu block	697 NFkB inh	Apaf-1 inh
CC(C)(C)c1ccc(C(=O)Nc2ccc(Oc3cccnc3)nc2)cc1	-8	12	52*	1	5	-5	-38	18
O=C(CSC(=S)N1CCCC1)N1CCN(S(=O)(=O)c2cccc([N+](=O)[O-])c2)CC1	0	-10	3	5	0	-3	8	12
COc1ccc(-c2nc3ccccc3s2)cc1NC(C)=O	30	2	-183	7	-5	-85	-117	6
COc1ccccc1-c1ccc(/C=C2/C=C(C)OC2=O)o1	-36	5	-30	19	-6	-4	-24	23
Cc1ccccc1NC(=O)C(C)SCc1ccccc1 (centres undefined)	5	-5	-60	-4	-2	3	-43	6
CCN1CCN(c2ccc(S(=O)(=O)N(CC)CC)cc2[N+](=O)[O-])CC1	0	-10	-1	16	4	6	-2	-1
O=C(N/N=C(\c1ccccc1)c1cccnc1)c1ccc(O)cc1	8	-6	-1	12	3	-16	18	6
COc1ccc(Cl)cc1NC(=O)N1CCC(C)CC1	10	-6	-5	19	-2	5	2	-3
CC(C)(C)N(Cc1ccccc1)C(=O)c1cc2ccccc2o1	-2	15	0	21	7	11	-49	9
CCOC(=O)CN1C(=N)N(c2nc(NC(C)C)nc(OC)n2)CC1=O	-8	10	-8	9	4	7	10	2
CN(C)c1ccc(C=NCC2(O)CCOC(C)(C)C2)cc1 (centres undefined)	-8	-1	6	5	-8	2	15	-2
CC1CC(C)CN(C(=O)c2ccc(-c3ccc([N+](=O)[O-])cc3)o2)C1 (centres undefined)	2	21	6	11	14	18	14	18
Cn1ccnc1C1CCCCN1Cc1nc(-c2ccc3c(c2)OCO3)no1 (centres undefined)	-4	14	-11	12	10	9	-9	-7
COc1ccccc1-c1nnc(NC(=O)OCC(C)C)s1	5	7	-5	0	-3	3	12	-14
CCSc1nc2cc(C(=O)OC)ccc2c(=O)n1CC	3	14	-7	0	-5	-15	11	4
Cc1ccc(NC(=O)Cn2nnc(C(=O)Nc3ccc(F)c(Cl)c3)c2N)cc1	-10	-6	0	3	-14	41	-15	-7
O=C(Oc1ccc(Cl)c2cccnc12)N1CCCCCC1	1	5	1	17	-1	1	21	2
O=C(Nc1ccccc1N1CCN(c2ccc(F)cc2)CC1)C12CC3CC(CC(C3)C1)C2	-2	-12	6	0	-12	7	-7	22
CC(=O)c1cccc(NC(=O)CSc2nnnn2C2CCCC2)c1	8	-10	7	7	-7	-27	-4	-6
COc1ccc(/C=N/NC(=O)c2cccc(COCC(F)(F)C(F)F)c2)cc1	2	-6	2	-1	-1	-19	-9	4
CC(NS(=O)(=O)c1ccc(CCC(=O)NCC2CCCO2)cc1)c1ccccc1 (centres undefined)	-2	2	-10	6	-1	0	-18	-14
O=C(NC1CCCC1)C(c1ccco1)N(C(=O)c1csnn1)c1ccccc1 (centres undefined)	2	-3	1	4	4	8	19	-3
CCCC(=O)Nc1cc2c3c(c1)CC(=O)N3CCC2	-9	-6	-5	5	-2	5	-11	10
CCOc1ccc(CC(=O)NNC(=O)NC2CCCCC2)cc1	10	-2	10	-18	-1	9	-6	-2
CCOC(=O)c1ccc(Cl)c(S(=O)(=O)N2CCCC2)c1	6	-5	0	16	-8	-3	20	12

Compounds shown so far with a nitro group on carbon (four):
SMILES	UBC13 inh	EBI2 antag	Jurkat NFkB inh	CCR6 antagonist	SENP8 block	Gli-Sufu block	697 NFkB inh	Apaf-1 inh
COc1ccc(S(=O)(=O)NNC(=O)Cc2csc(C)n2)cc1[N+](=O)[O-]	-2	-3	-7	5	-4	3	-1	0
O=C(CSC(=S)N1CCCC1)N1CCN(S(=O)(=O)c2cccc([N+](=O)[O-])c2)CC1	0	-10	3	5	0	-3	8	12
CCN1CCN(c2ccc(S(=O)(=O)N(CC)CC)cc2[N+](=O)[O-])CC1	0	-10	-1	16	4	6	-2	-1
CC1CC(C)CN(C(=O)c2ccc(-c3ccc([N+](=O)[O-])cc3)o2)C1 (centres undefined)	2	21	6	11	14	18	14	18

(continued)
SMILES	UBC13 inh	EBI2 antag	Jurkat NFkB inh	CCR6 antagonist	SENP8 block	Gli-Sufu block	697 NFkB inh	Apaf-1 inh
CCOC(=O)CC1C(=O)NCCN1S(=O)(=O)c1ccc(C)cc1 (centres undefined)	7	0	-5	2	-5	6	10	12
O=C(NC1CCN(C(=O)c2cccc([N+](=O)[O-])c2)CC1)c1ccccc1	-8	-5	-4	-5	-14	11	1	1
CCOc1ccc(NS(=O)(=O)c2ccc(C(=O)NCC(c3cccs3)N3CCOCC3)cc2)cc1 (centres undefined)	3	-4	1	8	-2	-6	11	10
C=CCSc1cc(C)nc2c(-c3ccc(Cl)cc3)c(C)nn12	19	32	-3	20	0	-6	-19	-25
Cn1c(N)c(C(=O)c2ccc(C#N)cc2)c(=O)n(C)c1=O	0	4	-21	-5	4	-4	7	4
CC(C)Sc1nnc(NC(=O)c2ccco2)s1	-7	-5	-36	-11	-12	-67	-50	-5
COc1ccc(C(=O)N2CCN(CCc3ccccc3)CC2)cc1[N+](=O)[O-]	-9	19	-7	9	-11	-2	-18	5
CCc1ccc(N/C(SC)=C(/C#N)C(N)=O)cc1	14	-8	-10	-4	8	-8	14	-13
COc1cc2cc(CCCOC(=O)CCCC(=O)O)oc(=O)c2cc1OC	-13	2	-4	-6	-9	-1	2	1
Cc1c(C(=O)OCC(=O)N(C)CC(=O)Nc2ccc(F)cc2)oc2ccccc12	11	-3	-5	10	-13	-12	6	20
O=C(NC1CCN(Cc2ccccc2)CC1)C1CCN(S(=O)(=O)c2ccc(Cl)cc2)CC1	7	-3	18	2	4	22	8	-3
CC(C)Nc1nc(Oc2ccc(=O)n(-c3ccccc3)n2)nc(N(C)C)n1	-2	-1	20	8	-4	2	-2	-1
Cc1nnc(NC(=O)c2oc3c(ccc4ccccc43)c2C)s1	6	0	-10	-5	-9	14	-11	13
CS(=O)(=O)n1nc(-c2ccc(Cl)cc2)nc1SCc1ccccc1	8	15	-21	15	1	-41	-41	1
CCCCNC(=S)NNC(=O)CCn1nc(C)c(Br)c1C	-14	20	-5	41	-7	4	-5	-5
CC(C)N(Cc1nc(-c2ccccc2)no1)C(=O)CN(C)S(=O)(=O)c1ccccc1	3	1	2	14	-8	-6	6	9
CC1=C(C(=O)OCC2CCCO2)C(c2ccc(Cl)cc2)NC(=O)N1 (centres undefined)	-6	-2	12	12	4	-2	-3	0
O=C(NCc1ccco1)/C(=C/c1cccnc1)NC(=O)c1ccco1	2	2	-4	-25	5	-3	10	7
Cc1ccc(-c2nn(CC(=O)NCc3ccccn3)c(=O)c3ccccc23)cc1S(=O)(=O)N(C)C	-6	-1	-9	18	-3	5	-30	1
Cc1ccc([N+](=O)[O-])cc1NC1CC(O)C(CO)O1 (centres undefined)	-12	-11	-4	3	-13	-1	6	-8
Cc1ccc(C(=O)OC2=CC(=O)CC(C)(C)C2)cc1	1	-1	-7	-6	-16	-2	-15	1
CC(C)(C)NC(=O)c1ccc(COc2ccccc2Br)o1	10	-7	-13	8	-1	-3	-1	4
CCOC(=O)c1c(NC(=O)C(C)OC(=O)C2=COCCO2)sc2c1CCCC2 (centres undefined)	15	-13	-12	7	-7	-1	-16	38
O=C(CSc1nnc(-c2c[nH]c3ccccc23)o1)c1ccc(-c2ccccc2)cc1	-24	11	1	6	-13	1	-41	0
O=C(O)c1ccccc1C(=O)OCc1c(-c2ccccc2)ncc2ccccc12	-11	1	3	7	-2	-5	26	1
(further entries)
SMILES	UBC13 inh	EBI2 antag	Jurkat NFkB inh	CCR6 antagonist	SENP8 block	Gli-Sufu block	697 NFkB inh	Apaf-1 inh
O=C(C1CC(c2ccc(F)cc2)=NO1)N1CCCc2ccccc21 (centres undefined)	-3	5	-9	10	-9	-1	-11	15
CSc1ccccc1NC(=O)c1ccc(N2CC3CC(C2)c2cccc(=O)n2C3)c(NC(=O)c2cccnc2)c1 (centres undefined)	2	-3	12	1	-2	-2	3	-10
CC(=O)c1ccc(NC(=O)C(C)Sc2nnc(C3CCCCC3)o2)cc1 (centres undefined)	-3	.	-58	.	-7	.	0	10
COc1ccc(OC)c(S(=O)(=O)N2CCc3ccccc3C2)c1	-4	-17	-7	10	-7	4	-1	3
O=C(CSCSCC(=O)NCC1CCCO1)NCC1CCCO1 (centres undefined)	-4	-3	-14	-13	-8	96*	6	6
Nc1nnc(-c2ccccc2)c(-c2ccccc2)n1	-18	-4	-13	0	-13	0	-8	7

Entries of single compounds from above. Order of screens: UBC13 inh, EBI2 antag, Jurkat NFkB inh, CCR6 antagonist, SENP8 block, Gli-Sufu block, 697 NFkB inh, Apaf-1 inh
CC(=O)c1ccc(NC(=O)C(C)Sc2nnc(C3CCCCC3)o2)cc1 (centres undefined) is entered as -3, ., -58, ., -7, ., 0, 10
O=C(C1CC(c2ccc(F)cc2)=NO1)N1CCCc2ccccc21 (centres undefined) is entered as -3, 5, -9, 10, -9, -1, -11, 15

This is a subset, so the mix of outcomes need not match the whole.
